# phage Ecoli inh: E. coli growth loss with phage present; inhibition, % at 11.9 µM; AID 651602; 360,000 compounds, 0.26% hits; growth absorbance; in the data active means inhibition above about 11%
# PKA-R2B act: PKA-R2B complex activation; P22694+P31323; PKA-R2B holoenzyme dissociation, Cy5-IP20 fluorescence polarization; R2B truncated from residue 108, S112A mutant; 0% DMSO only, 100% 113 µM cGMP; activation, % at 11.4 µM; 340,000 compounds, 0.079% hits; AID 504700;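 active means activation above a cutoff set at the mean over all compounds plus 3 SD, cut at about 18% in these data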;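 further: higher means more holoenzyme dissociation and a rise in polarization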
# Ecoli viability: bacterial growth inhibition, counter-screen for AddAB inhibitors. inhibition, % at 11.9 µM. E. coli V3065 growth, OD600 absorbance, 18 h. 330,000 compounds, 0.27% hits;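 active means inhibition above the campaign's mean inhibition across all tested compounds plus 3 SD, cut at about 9.9% in these data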;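 further: uninfected addAB+ strain grown without phage in ampicillin broth; 0% = DMSO wells and 100% = ciprofloxacin 0.95 µg/ml wells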
# MOR-DOR inv ag: inverse agonist of human OPRM1-OPRD1 heterodimerization | cell-based MOR-DOR heterodimer luminescence, inverse agonism | inhibition, % at 9.3 µM | 340,000 compounds, 0.21% hits | P35372+P41143; in the data active means inhibition above about 22%, passing the limit was not always enough;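 further: 0% = cells with DMSO and 100% = wells without cells with DMSO; values of inactives mirror those of a sister screen read the other way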
# Target sequence (P35372 whole entry, looked up): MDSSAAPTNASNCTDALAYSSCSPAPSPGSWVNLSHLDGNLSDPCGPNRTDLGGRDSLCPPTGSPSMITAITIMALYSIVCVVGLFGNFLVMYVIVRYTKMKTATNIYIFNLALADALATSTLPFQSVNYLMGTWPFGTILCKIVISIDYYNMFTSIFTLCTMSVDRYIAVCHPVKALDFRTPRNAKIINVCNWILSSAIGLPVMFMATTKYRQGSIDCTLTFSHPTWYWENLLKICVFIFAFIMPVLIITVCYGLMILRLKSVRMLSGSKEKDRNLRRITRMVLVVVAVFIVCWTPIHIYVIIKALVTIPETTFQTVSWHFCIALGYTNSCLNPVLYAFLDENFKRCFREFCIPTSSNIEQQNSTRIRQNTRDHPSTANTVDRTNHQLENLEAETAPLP
# Target sequence (P41143 whole entry, looked up): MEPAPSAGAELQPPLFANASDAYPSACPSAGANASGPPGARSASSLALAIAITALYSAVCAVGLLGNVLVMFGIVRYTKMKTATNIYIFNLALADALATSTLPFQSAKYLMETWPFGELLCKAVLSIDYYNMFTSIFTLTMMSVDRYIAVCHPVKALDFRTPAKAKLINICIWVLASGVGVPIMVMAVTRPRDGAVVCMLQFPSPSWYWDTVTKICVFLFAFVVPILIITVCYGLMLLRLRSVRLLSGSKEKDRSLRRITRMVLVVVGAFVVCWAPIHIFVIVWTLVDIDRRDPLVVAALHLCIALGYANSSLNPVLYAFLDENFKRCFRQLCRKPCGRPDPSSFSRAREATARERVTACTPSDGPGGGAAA
# HTR5A inv ag: inverse agonist of human HTR5A in OPRM1-OPRD1 counter-screen | AID 504634 | 340,000 compounds, 0.083% hits | P47898 | HTR5A cell line, luminescence, inverse agonism | inhibition, % at 9.3 µM; in the data active means inhibition mostly above about 23%, no sharp cut-off; inactive means mostly below about 18%;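 further: 0% = cells with DMSO and 100% = no-cell wells with DMSO; some compounds called inactive have numbers as strong as hits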
# AddAB inh: less growth of phage-infected E. coli with AddAB | 330,000 compounds, 0.29% hits | inhibition, % at 11.9 µM | AID 435030 | E. coli expressing H. pylori AddAB, absorbance growth; in the data active means inhibition above about 12%;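 further: 0% = vehicle wells of infected cells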
# MOR-DOR ag: OPRM1-OPRD1 heterodimerization agonism; P35372+P41143; cells, luminescence; activation, % at 9.3 µM; 340,000 compounds, 0.3% hits; AID 504326; in the data active means activation above about 18%;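 further: 0% = vehicle-treated cells and 100% = reference agonist; values of inactives mirror those of a sister screen read the other way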
# PfHsp90 yeast 2: reduces growth (ATP signal) of yeast expressing P. falciparum Hsp90. S. cerevisiae expressing PfHsp90, BacTiter-Glo ATP, 48 h; yeast lacking PDR1 and PDR3 efflux regulators. 310,000 compounds, 0.32% hits. inhibition, % at 9.4 µM;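 active means every replicate shows inhibition above about 80%, whatever the replicate mean, limit read from the data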;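 further: 0% = DMSO neutral controls and 100% = 20 µM radicicol positive controls; yeast relying on Plasmodium falciparum Hsp90 in place of its own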
# Tat transport: inhibitors of E. coli Tat protein transport; E. coli MC4100 TorA-mCherry Tat export, fluorescence; inhibition, % at 10 µM; 340,000 compounds, 0.036% hits; AID 488895;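 active means mean replicate inhibition at least 50% and at least half of replicates individually reaching 50%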;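 further: exported cargo escapes ClpAP degradation while cytoplasmic cargo is degraded and loses fluorescence; 0% = median of neutral control wells and 100% = median of NaSCN control wells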
# Mot1-301 SUMO: blocks SUMOylation pathway, rescuing yeast Mot1-301 growth; growth rescue, % at 18.8 µM; 320,000 compounds, 1% hits; S. cerevisiae Mot1-301 growth rescue, ATP luminescence, 38.5C; percent above DMSO median, 100 means doubled;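 active means every valid replicate shows activation above 250% relative to neutral control wells; inactive means the rest, any valid replicate at or below 250%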;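 further: OY570 slx delta 5 strain wells were the positive control but not used for scaling; some compounds called inactive have numbers as strong as hits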
# PKA-R1A act: PKA-R1A complex activation | PKA-R1A dissociation, Cy5-IP20 fluorescence polarization; scaled: DMSO 0%, 113 µM cGMP 100% | 340,000 compounds, 0.083% hits | activation, % at 11.4 µM;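 active means percent activation above the mean of all tested compounds plus 3 SD, cut at about 19% in these data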;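 further: higher means more PKAc released from R1A so a rise in polarization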
# An asterisk follows results filed as active; . = not tested or not shown.
SMILES,phage Ecoli inh,PKA-R2B act,Ecoli viability,MOR-DOR inv ag,HTR5A inv ag,AddAB inh,MOR-DOR ag,PfHsp90 yeast 2,Tat transport,Mot1-301 SUMO,PKA-R1A act
O=C(COC(=O)/C=C/c1ccccc1[N+](=O)[O-])NCC1CCCO1 (stereo not given),5.8,7,1.1,17,3,3.8,-3.4,36,-2,-9,6
COc1ccc(CCNC(=O)C2CCCN(S(=O)(=O)N3CC(C)CC(C)C3)C2)cc1OC (stereo not given),0.7,-1,-0.3,16,19,1.5,-3.1,8,18,4,4
Cn1nnc2cc(C(=O)Nc3ccc4ccccc4c3)ccc21,0.6,-7,-0.2,3,11,-2.2,-0.6,-15,-4,97,2
CN1C(C(=O)NCCc2cccs2)CC2Cn3c(nc4ccccc43)C21 (stereo not given),2.1,2,-0.2,14,5,0.7,-2.9,13,-6,-3,-2
COc1ccc2c(c1)C(O)C(CO)C(C(=O)O)C2 (stereo not given),3.5,6,.,17,5,.,-3.5,2,12,.,1
CCc1nnc(SCC(=O)Nc2ccc(N3CCN(S(C)(=O)=O)CC3)cc2)o1,1.4,0,0.3,-11,-7,2.2,1.3,8,-6,9,12
O=C(CN(c1ccc(F)cc1)S(=O)(=O)c1ccc2c(c1)OCCO2)NCc1ccccc1,1.5,-1,-0.9,-12,7,0.0,2.1,-8,-7,5,-3
CCNC(=O)OCc1cn(-c2ccc(Cl)cc2)nn1,3.6,-11,-0.2,3,-4,0.9,-0.6,11,-7,64,7
COc1cc(CCC(=O)NC2(C)CCS(=O)(=O)C2)cc(OC)c1OC (stereo not given),2.1,7,0.5,7,5,-0.4,-1.9,-16,-4,-5,-12
Cc1cccc(NC(=O)CNC(=O)CNC(=O)Cc2ccccc2)c1,-0.2,16,0.2,14,4,-2.2,-2.7,16,1,8,9
C/C(=N\NC(=O)C(=O)N/N=C(\C)c1cccc(O)c1)c1cccc(O)c1,3.6,0,-1.8,11,-8,2.0,-2.0,16,-2,-15,-1
Cc1ccc2nc3c(cc2c1)c(NC(=O)c1ccccn1)nn3CC(C)C,1.6,-3,-2.8,4,4,0.4,-0.8,1,-5,2,-9
CCOc1ccc(S(=O)(=O)N2CCN(CCNS(=O)(=O)c3ccc(C)cc3)CC2)cc1,-1.0,0,.,10,1,.,-1.9,.,-2,.,-1
COc1cccc(N=Nc2ccc3cccnc3c2O)c1,14*,-9,15*,6,-9,7.2,-1.1,104*,-5,15,-4
Cc1ccc(C(=O)Nc2ccc(C)c(S(=O)(=O)N(C)C)c2)s1,4.9,-15,1.1,1,-3,3.8,-0.1,15,-9,1,-6
Cn1c(=O)oc2cc(S(=O)(=O)NCCC(=O)N3CCc4ccccc4C3)ccc21,.,-9,-1.5,12,5,0.2,-2.3,18,2,-9,1
O=C(c1ccc(Oc2ccc(C(F)(F)F)cn2)cc1)N1CCN(c2ccccc2)CC1,2.4,-4,-2.3,-29,-43,0.2,5.2,-11,1,-1,1
CC(=O)NN1C(=O)c2ccccc2NC1c1ccccc1 (stereo not given),-1.2,2,0.9,8,19,0.3,-1.4,-4,-8,37,-8
CCOC(=O)c1c(C)n2c3c(cc(C)cc13)CCC2,2.5,-3,-1.4,-3,6,4.5,0.5,-3,4,12,1
COc1ccccc1Nc1nc(N)nc(CN2CC(C)CC(C)C2)n1 (stereo not given),0.2,1,-4.5,6,0,-2.0,-1.3,14,6,1,3

# Part of the list above, with bars between the fields.
Compound | phage Ecoli inh | PKA-R2B act | Ecoli viability | MOR-DOR inv ag | HTR5A inv ag | AddAB inh | MOR-DOR ag | PfHsp90 yeast 2 | Tat transport | Mot1-301 SUMO | PKA-R1A act
CCOC(=O)c1c(C)n2c3c(cc(C)cc13)CCC2 | 2.5 | -3 | -1.4 | -3 | 6 | 4.5 | 0.5 | -3 | 4 | 12 | 1
COc1ccccc1Nc1nc(N)nc(CN2CC(C)CC(C)C2)n1 (stereo not given) | 0.2 | 1 | -4.5 | 6 | 0 | -2.0 | -1.3 | 14 | 6 | 1 | 3

# The list goes on:
SMILES,phage Ecoli inh,PKA-R2B act,Ecoli viability,MOR-DOR inv ag,HTR5A inv ag,AddAB inh,MOR-DOR ag,PfHsp90 yeast 2,Tat transport,Mot1-301 SUMO,PKA-R1A act
Cc1ccc(NC(=O)Nc2ccon2)cc1Cl,4.2,-12,-1.2,-4,7,0.2,1.1,-5,-5,-10,-5
COCC(C)NCc1cccc(OC)c1OC (stereo not given),0.9,-18,-1.0,-1,-4,3.1,0.2,24,10,-3,-5
CN(CCc1ccccn1)C1CCCN(S(=O)(=O)c2ccccc2)C1 (stereo not given),2.4,1,2.2,-20,-12,1.5,4.8,16,2,7,-1
COC(=O)c1ccc(COC(=O)CNC(=O)c2ccco2)cc1,1.3,0,1.3,1,-13,-2.0,-0.1,-2,4,-14,8
COc1ccc(-c2ccc(-c3noc(-c4ccccc4OC)n3)c(OC)n2)cc1,0.8,0,0.5,5,-23,2.8,-0.8,-9,53*,5,6
COc1cc(C2SCC(=O)N2CCN2CCCCC2)ccc1O (stereo not given),1.1,0,-3.0,14,4,-0.9,-3.0,-3,6,-2,-7
Cc1nc(-c2ccc(S(=O)(=O)Nc3cc(S(=O)(=O)N(C)C)ccc3C)s2)cs1,5.7,1,-2.6,10,0,2.7,-2.0,5,-2,-3,0
CCCCc1nc2cc(C(=O)NC3CCOC(C)(C)C3)ccc2o1 (stereo not given),0.6,-4,-2.6,3,-1,-0.5,-0.6,3,-7,0,-5
CCCn1nc(C(=O)NNC(=O)CSCC(=O)Nc2cc(C)on2)c2ccccc2c1=O,0.5,-1,1.6,7,-10,2.8,-1.1,11,1,1,4
O=C(N1CCN(c2cccc(Cl)c2)CC1)C1(S(=O)(=O)c2ccc(Cl)cc2)CC1,1.2,8,2.8,10,-10,2.3,-1.7,-9,6,102,-1
O=C(NCCC1=CCCCC1)c1ccc([N+](=O)[O-])cc1,1.0,-5,2.7,-16,3,4.6,2.7,18,-14,474,-1
CCNC(=S)N/N=C/c1ccc(-c2ccccc2)o1,3.9,-1,0.0,-18,5,-2.2,3.1,-10,-4,22,-5
CC(C)CC(=O)N1CCN(Cc2ccccc2Br)CC1,4.0,4,-0.3,9,11,-1.0,-1.8,18,-3,-12,2
COc1ccc(CNC(=O)COC(=O)[C@H](Cc2c[nH]c3ccccc23)NC(=O)c2cccs2)cc1,2.8,-11,1.0,-32,5,2.2,6.0,-30,6,-12,0
O=C(Nc1ccccc1C(=O)O)c1ccc(Br)o1,1.6,4,1.7,4,11,2.7,-0.7,-21,-8,-3,13
CCc1nnc(NC(=O)c2ccc(COc3ccccc3C)o2)s1,-4.2,0,1.4,1,0,0.2,-0.2,-14,-5,22,4
CC(=O)c1c(C)[nH]c(C(=O)COC(=O)c2c(-c3ccccc3)noc2C)c1C,-1.0,-4,0.0,1,-6,-2.1,-0.1,6,-3,-1,-3
CS(=O)(=O)N(CC(=O)NC1CCCCCC1)Cc1ccccc1,0.6,-2,2.3,3,-12,1.6,-0.6,-15,14,-6,4
COC(=O)[C@@H]1C[C@@]2(O)[C@@H](O)[C@@H](O)[C@@H](O)C[C@H]2N1Cc1cc(OC)cc(OC)c1,2.4,-9,2.2,11,-17,2.5,-2.0,-6,-5,24,-3
COc1ccccc1NS(=O)(=O)c1ccc2c(c1)n(C)c(=O)n2C,1.1,-7,1.2,10,-3,1.2,-1.9,-12,2,443,5
N#CC1(C#N)C(C(=O)C23CC4CC(CC(C4)C2)C3)C12CCOCC2 (stereo not given),0.4,1,0.8,2,20,4.0,-0.4,-76,6,-9,-5
O=C(CNCc1ccc(F)cc1)Nc1ccccc1-c1ccccc1,2.9,-1,-0.3,-41,1,1.0,8.1,-6,9,9,-11
Nc1ccc2c(c1)C(=O)C(=O)c1ccccc1-2,6.7,11,6.8,-125,-11,8.6,25*,14,-19,91,-9
O=C(C[n+]1ccccc1)N/N=C/c1cccc(Cl)c1Cl,1.8,-4,-1.6,7,-13,-1.9,-1.4,18,17,-3,0
COc1ccc2ccc(O)c(CN3CCN(S(=O)(=O)c4cccc(C(F)(F)F)c4)CC3)c2c1,-1.7,-10,2.4,-26,4,3.1,6.5,3,-2,.,-8
O=C(NC1CCCC1)c1ccc(CS(=O)Cc2ccccc2Cl)o1 (stereo not given),-0.2,10,-2.0,19,-15,1.9,-3.7,-4,-5,-2,4
COc1ccc(OC)c(NC(=O)CSc2nnc(Cn3c(=O)sc4ccccc43)n2C)c1,2.9,-7,-1.5,5,-4,3.6,-1.1,7,-8,158,-5
O=C(Nc1nccs1)C1Cc2ccccc2CN1S(=O)(=O)c1ccc(F)cc1 (stereo not given),-2.1,-3,-1.6,10,-1,-2.4,-1.9,-11,-2,-25,-12
CCOC(=O)C1CCN(C(=O)COC(=O)CNS(=O)(=O)c2ccc(SC)c([N+](=O)[O-])c2)CC1,0.4,2,.,-3,-7,.,0.5,-12,9,.,2
Cc1sc2ncn(CCC(=O)O)c(=O)c2c1C,3.3,9,0.5,13,-22,0.0,-2.2,-2,-4,4,-4
Cc1ccc(OCc2nnc(SCCN3CCOCC3)n2C)cc1,1.2,-17,-3.5,6,-20,2.4,-1.0,-2,9,-8,-5
CC1CN(C(=O)CCNC(=O)c2ccc(Cl)cc2)CC(C)O1 (stereo not given),2.0,-1,2.6,8,-12,0.8,-1.4,-6,-3,2,-12
CCCOc1ccc(/C=C/C(=O)Nc2ccc([N+](=O)[O-])cc2C)cc1OC,4.1,13,0.4,13,-1,1.1,-2.7,.,1,.,7
Cc1cccc(N/N=C2/COC(C)(C)CC2=O)c1,0.9,-1,-0.1,-5,2,1.6,1.1,8,-5,53,4
COc1ccc(N(C(=O)c2snc(C(N)=O)c2N)C(C(=O)NC2CCCC2)c2ccco2)cc1 (stereo not given),-0.5,0,-2.6,4,-6,1.3,-0.5,-11,-5,-6,-4
Cc1ccc(NC(=O)Nc2ccc(F)cc2)cc1Cl,12*,-7,5.2,-23,16,7.1,4.8,-25,19,2,1
CCOC(=O)/C(C(N)=NCCO)=C(/O)c1ccccc1,3.0,-5,0.4,11,4,3.9,-2.1,16,-6,-3,-6
Cc1cc(C)c(S(=O)(=O)NCc2ccc3c(c2)OCO3)cc1C,2.4,1,-1.5,0,3,1.0,0.0,-8,2,13,-15
NC(=O)c1c(NC(=O)CN2CCCC2)sc2c1CCCC2,-1.8,7,-2.3,1,-4,-0.6,-0.1,30,1,-14,0
FC(F)c1nnc2c(Cl)cc(C(F)(F)F)cn12,0.7,-6,1.4,9,17,3.4,-1.7,-13,2,-2,1
CC(=O)Nc1ccc(Nc2nc(Cl)nc(Nc3ccc(NC(C)=O)cc3)n2)cc1,-0.6,-12,-2.5,5,-11,0.6,-1.1,.,2,-3,-5

# Taken from above:
# PKA-R1A act, Cc1ccc(NC(=O)Nc2ccc(F)cc2)cc1Cl stands at 1
# MOR-DOR ag, O=C(Nc1nccs1)C1Cc2ccccc2CN1S(=O)(=O)c1ccc(F)cc1 (stereo not given) stands at -1.9
